# High-throughput results as filed in PubChem BioAssay.
# CHRM1 antagonist – blocks human M1 muscarinic receptor. P11229. CHO-K1 hM1, Fluo-8 calcium fluorescence, ACh EC80 antagonist. inhibition, % at 3 µM. 1.3% of 360,000 active. AID 588852;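 active = percent inhibition above its own plate's cutoff, namely the mean of that plate's compound wells plus 3 SD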;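 also: peak over basal fluorescence ratio during 140 s after agonist addition; 0% = ACh EC80 plus DMSO and 100% = DMSO alone without agonist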
# Target sequence (P11229 whole entry, looked up): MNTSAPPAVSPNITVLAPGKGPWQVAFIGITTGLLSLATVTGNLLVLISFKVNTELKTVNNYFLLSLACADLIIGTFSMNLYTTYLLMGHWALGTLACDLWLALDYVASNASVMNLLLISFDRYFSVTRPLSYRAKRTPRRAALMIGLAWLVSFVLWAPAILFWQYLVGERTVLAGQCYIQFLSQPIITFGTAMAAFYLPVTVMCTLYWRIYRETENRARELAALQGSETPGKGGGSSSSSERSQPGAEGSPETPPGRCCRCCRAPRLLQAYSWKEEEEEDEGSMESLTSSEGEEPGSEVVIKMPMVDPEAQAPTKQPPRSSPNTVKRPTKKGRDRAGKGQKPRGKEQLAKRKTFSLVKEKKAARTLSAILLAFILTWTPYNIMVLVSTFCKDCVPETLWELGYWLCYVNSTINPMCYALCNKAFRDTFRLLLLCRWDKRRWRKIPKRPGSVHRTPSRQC
# CHO parental Ca – counter-screen for OX1R antagonists: effect in parental CHO cells. inhibition, % at 5.6 µM. parental CHO-K1, ATP-induced calcium, Fluo-8 fluorescence. 0.63% of 330,000 active;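 active = inhibition above that plate's mean sample inhibition plus 3 SD, cut at about 26% in these data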;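 also: 0% = ATP-challenged DMSO wells and 100% = DMSO wells without ATP; some compounds past the cut are filed as inactive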
#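 Material: parental CHO cells / Compound: single nominal dose of 5.6 µM per compound / Signal: Fluo-8 fluorescence / Replicates: singlicate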
# CHO-K1 Ca antag – M1 antagonist counterscreen hit in parental CHO-K1 cells; ATP-induced calcium, Fluo-8 fluorescence; inhibition, % at 3 µM; 0.6% of 360,000 active; AID 602250;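 active = inhibition above a per-plate cutoff, the plate's mean sample inhibition plus 3 SD, cut at about 24% in these data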;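 also: 0% = DMSO plus EC80 ATP and 100% = DMSO alone without ATP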
# M1 PAM – positive allosteric modulators of human M1 muscarinic receptor; activation, % at 3 µM; AID 588819; 0.088% of 360,000 active; CHO-K1 hM1, Fluo-8 calcium fluorescence, ACh EC20; 0% = ACh EC20, 100% = maximal ACh; P11229; in the data active = activation above about 19%, passing the limit was not always enough
# M1 ag – agonists of human M1 muscarinic receptor; activation, % at 3 µM; CHO-K1 hM1, Fluo-8 calcium fluorescence, agonist mode; 0% DMSO, 100% acetylcholine EC100; 0.33% of 360,000 active; P11229;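 active = activation above the run's mean compound activation plus 3 SD, cut at about 16% in these data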;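 also: peak over basal fluorescence ratio within a 140 s kinetic read after compound addition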
# M4 antag – CHRM4 antagonism in calcium assay. CHO-hM4 cells, ACh EC80, Fluo-8 calcium fluorescence. inhibition, % at 3 µM. 0.73% of 360,000 active;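 active = inhibition above its plate's cutoff, the mean inhibition of sample wells plus 3 SD, cut at about 27% in these data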;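 also: 0% = acetylcholine EC80 with DMSO and 100% = DMSO without agonist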
# OXTR potentiate – potentiators of human oxytocin receptor. P30559. CHO-OTR cells, Fluo-8 calcium fluorescence, potentiator mode; 0% = oxytocin EC15, 100% = EC100. activation, % at 3 µM. 0.061% of 320,000 active;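 active = activation above that plate's cutoff, the mean activation of tested compounds plus 3 SD, cut at about 6.6% in these data, passing the limit was not always enough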;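 also: 100% uses oxytocin at 75 nM as the full agonist control; some results filed as inactive read as strong as hits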
# Target sequence (P30559 whole entry, looked up): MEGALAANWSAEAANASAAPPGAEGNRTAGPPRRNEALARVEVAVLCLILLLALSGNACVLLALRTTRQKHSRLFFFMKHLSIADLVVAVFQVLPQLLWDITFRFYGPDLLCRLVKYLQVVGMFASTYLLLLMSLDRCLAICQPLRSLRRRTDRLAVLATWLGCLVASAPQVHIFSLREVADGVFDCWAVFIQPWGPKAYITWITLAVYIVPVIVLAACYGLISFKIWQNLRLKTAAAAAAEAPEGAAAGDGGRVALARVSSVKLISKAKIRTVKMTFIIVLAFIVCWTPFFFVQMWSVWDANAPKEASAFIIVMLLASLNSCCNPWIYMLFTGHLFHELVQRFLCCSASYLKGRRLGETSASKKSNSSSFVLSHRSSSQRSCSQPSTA
#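 Material: CHO-OTR cells, human receptor; compound dosing: single dose, 3.0 µM nominal final compound concentration; schedule: 6 min compound pre-incubation at room temperature, 100 s kinetic read; measured by: kinetic Fluo-8 calcium fluorescence; read-out basis: % activation vs EC15 and EC100 oxytocin; controls: EC15 oxytocin alone as 0%, 75 nM oxytocin as 100%; replicates: singlicate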
# M1 ag parental – M1 agonist counterscreen hit in parental CHO-K1 cells | activation, % at 3 µM | 0.48% of 360,000 active | Fluo-8 calcium fluorescence; scaled to maximal ATP response, vehicle zero; in the data active = activation above about 15%;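 also: untransfected CHO-K1 host cells lacking M1 receptor as counterscreen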
# M4 ag – CHRM4 agonism in calcium assay. P08173. CHO-K1 hM4/Gqi5, Fluo-8 calcium fluorescence; vehicle 0%, full acetylcholine response 100%. activation, % at 3 µM. 0.14% of 360,000 active. AID 624127;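 active = activation above the run mean over all test wells plus 3 SD, cut at about 32% in these data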;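 also: peak over basal fluorescence ratio per well then scaled between controls; 0% = DMSO wells and 100% = acetylcholine at EC100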
# An asterisk follows results filed as active; · = no result given. Rows are unselected (roughly 2.9% active in at least one column).
mol	CHRM1 antagonist	CHO parental Ca	CHO-K1 Ca antag	M1 PAM	M1 ag	M4 antag	OXTR potentiate	M1 ag parental	M4 ag
COc1ccccc1CCC(=O)N1CCN(S(=O)(=O)c2cccc(F)c2)CC1	-2	-16	-15	2	-1	-8	-1	1.8	1
C=CCn1c(SCC(=O)NCC(c2ccccc2)N(C)C)nc2sc3c(c2c1=O)CCC3 (stereo not given)	-8	·	-12	7	-8	-10	·	0.3	2
CCCCn1c(=O)n(C)c(=O)c2c3c(sc21)COC(C)(C)C3	-14	-11	-21	0	-7	2	-6	0.9	2
COc1cc(S(=O)(=O)NCc2ccccc2)ccc1F	2	-2	-3	4	-2	4	-10	0.4	1
CCCc1ccc2oc(C(=O)NCCc3nc(C(=O)OCC)cs3)c(C)c2c1	12	·	-3	-10	-6	1	·	0.3	2
CCOC(=O)C(NC(C)=O)C(OC(C)=O)c1cccc(N(CCO)CCO)c1 (stereo not given)	11	-5	-2	-4	-1	6	-1	8.3	1
CCOc1cc(O)c(-c2[nH]ncc2-c2nc(C)cs2)cc1CC	0	4	-15	4	0	0	-7	3.0	6
COc1ccc(NS(=O)(=O)c2cc(NC(=O)c3nn(C)c(=O)c4ccccc34)ccc2OC)cc1	3	-7	-11	-1	-1	-1	-4	3.3	10
COc1cc(/C=C2\CCCc3c2nc2ccccc2c3C(=O)O)cc(OC)c1O	0	-5	-10	4	-3	10	-10	0.2	0
Cc1onc(-c2ccccc2)c1C(=O)n1nnc2ccccc21	-8	-5	-1	7	-2	-5	-8	0.1	1
COc1ccc(NS(=O)(=O)c2cc(NC(=O)c3sccc3C)ccc2N2CCOCC2)cc1	-10	5	3	4	-7	15	-11	0.1	0
O=C(O)c1cc(-c2ccco2)nc2ccccc12	-14	1	-1	17	-3	-4	-10	-0.3	0
O=C(NCC12CC3CC(CC(C3)C1)C2)c1nn2c(c1Cl)NC(c1ccco1)CC2C(F)(F)F (stereo not given)	6	-9	-4	-1	-1	-6	-1	0.2	0
CCn1cc(C(=O)N2CCN(c3ccc(C(C)=O)cc3)CC2)c2cc(OC)c(OC)cc2c1=O	-16	-16	-3	15	-1	2	10	0.1	2
CC1C2C(c3ccccc3)N(C)C(=O)N(C)C2N(C)C(=O)N1C (stereo not given)	6	5	-6	-5	-1	-5	-8	0.0	1
Cc1ccc(NC(=O)CN2CCc3cc4c(cc3C2)OCCCO4)cc1C	8	-26	-22	1	-4	10	-7	1.2	2
Cc1ccc(OCC(=O)OCC(=O)Nc2ccc3c(c2)OCO3)cc1C	-5	-8	-13	4	-1	-3	-7	6.2	7
COc1ccc(C(C(=O)NCC2CCCO2)N(C(=O)CNC(=O)c2ccco2)c2cc(C)cc(C)c2)cc1OC (stereo not given)	-9	-10	2	5	-2	-1	-3	0.7	1
COc1cc(C(=O)NCCOC(=O)c2cccc(N(C)C)c2)cc(OC)c1OC	-1	-13	-5	-1	-2	-2	-20	3.8	6
COc1cc(OC)cc(C(=O)OCC(=O)NCCCc2ccccc2)c1	-14	-13	-10	7	-6	-1	-8	0.3	1
O=C(NCCN1CCOCC1)c1ccc(NC(=O)c2ccc(Br)o2)cc1	·	·	-6	·	·	2	·	0.0	-1
O=C(Cc1ccc(F)cc1)N1CCC(CC2CC(c3ccc(Cl)cc3)=NO2)(C(=O)NCC2CCCCC2)CC1 (stereo not given)	13	-41	-15	-6	-7	-1	-1	-0.2	1
Cc1ccc(C(=O)NCCCNC(=O)c2ccccc2F)cn1	-3	-3	2	15	0	-6	-6	0.3	1
COc1ccc(CCNC(=O)COC(=O)C2CC2)cc1OC	-6	-4	-15	0	-2	-18	4	0.9	1
Cc1ccc(NC(=O)c2ccc3c(c2)N(CC(=O)NC(C)C)C(=O)C(C)(C)O3)cc1	-12	-3	-17	7	-4	-20	-7	1.0	4
N#CCCN(C(=O)CSc1ccc2c(c1)OCCO2)c1ccccc1	10	-8	3	-4	-2	7	-11	0.8	2
CC(C)(C)[C@H]1C=C(C(=O)N2CCN(Cc3ccc4c(c3)OCO4)CC2)O[C@@H](OCc2ccc(CO)cc2)C1	-4	-27	-8	-1	-6	-9	-1	-0.7	6
NC(=O)c1ccc2c(=O)n3c(-c4cccs4)csc3nc2c1	-21	-4	-9	11	-3	-3	-1	-0.1	2
CCC(=O)c1ccc(OCC(=O)Nc2ccccc2N2CCCCC2)cc1	1	6	-7	2	-4	11	-7	1.3	0
CC1CCN(S(=O)(=O)c2ccc3c(c2)c(=O)c(C(=O)NC2CCCC2)cn3C)CC1	-2	-13	-1	3	-4	0	3	-0.1	0

# Structures from the list above that contain an aryl thioether with sulfur outside any ring, in the order listed:
mol	CHRM1 antagonist	CHO parental Ca	CHO-K1 Ca antag	M1 PAM	M1 ag	M4 antag	OXTR potentiate	M1 ag parental	M4 ag
C=CCn1c(SCC(=O)NCC(c2ccccc2)N(C)C)nc2sc3c(c2c1=O)CCC3 (stereo not given)	-8	·	-12	7	-8	-10	·	0.3	2
N#CCCN(C(=O)CSc1ccc2c(c1)OCCO2)c1ccccc1	10	-8	3	-4	-2	7	-11	0.8	2

# Record cards, as listed above. Screens in order: CHRM1 antagonist	CHO parental Ca	CHO-K1 Ca antag	M1 PAM	M1 ag	M4 antag	OXTR potentiate	M1 ag parental	M4 ag
# CCC(=O)c1ccc(OCC(=O)Nc2ccccc2N2CCCCC2)cc1 across the screens: 1	6	-7	2	-4	11	-7	1.3	0
# O=C(O)c1cc(-c2ccco2)nc2ccccc12 across the screens: -14	1	-1	17	-3	-4	-10	-0.3	0

# Limited to CHO-K1 Ca antag and CHO parental Ca (two entries from above):
molecule	CHO-K1 Ca antag	CHO parental Ca
CCCc1ccc2oc(C(=O)NCCc3nc(C(=O)OCC)cs3)c(C)c2c1	-3	·
CC1C2C(c3ccccc3)N(C)C(=O)N(C)C2N(C)C(=O)N1C (stereo not given)	-6	5

# The listing continues.
mol	CHRM1 antagonist	CHO parental Ca	CHO-K1 Ca antag	M1 PAM	M1 ag	M4 antag	OXTR potentiate	M1 ag parental	M4 ag
CC(=O)NC1C(OC(=O)/C=C/c2ccccc2)OC(COC(C)=O)C(OC(C)=O)C1OC(C)=O (stereo not given)	-18	-10	-8	9	-1	-3	0	0.5	0
CCNC(=S)NNC(=O)c1cc(C)on1	-13	-4	-12	9	1	-21	-4	0.0	2
Cc1ccc(C(=O)CN(C(=O)c2ccc(Cl)cc2)N2C(=O)c3ccccc3C2=O)cc1	8	5	7	-5	-3	16	0	0.2	0
CCOc1ccc(Cl)cc1S(=O)(=O)N1CCC(C(=O)NCc2ccccn2)CC1	-4	-17	-5	5	-4	4	0	1.2	1
CC(C)(C)n1nnnc1C(c1ccc(Cl)cc1)N1CCCc2ccccc21 (stereo not given)	1	-13	-5	9	-4	4	-14	0.5	0
COC(=O)/C=C/CSC1=N/C(=C/c2ccc(-n3cncn3)cc2)C(=O)N1	3	-10	-2	3	0	4	-1	-0.2	0
Nc1ncnc2c1ncn2[C@@H]1O[C@H](CNC(=O)[C@H](N)Cc2cscn2)[C@@H](O)[C@H]1O	-9	-5	-1	18	3	-4	·	-0.1	1
CS(=O)(=O)N(CC(=O)N/N=C/c1cc([N+](=O)[O-])ccc1Cl)c1ccccc1	-5	-7	-6	-4	-3	-3	-7	1.0	5
CC1CCCCN1C(=O)C1CCCCN1S(=O)(=O)c1cccc([N+](=O)[O-])c1 (stereo not given)	10	-17	12	-4	-4	7	-1	-0.8	0
Cc1ccc(C)c(S(=O)(=O)N/N=C/c2ccc(N(C)C)cc2)c1	-6	6	-6	12	-8	0	-3	1.4	1
N#CCC(=O)Nc1ccc(C(=O)OCC(=O)NNC(=O)c2cccs2)cc1	-7	15	18	12	0	-3	-12	0.1	1
CNC(=S)N(C)c1ccccc1	-8	0	-5	9	-5	-12	-9	0.1	0
COc1ccc(-c2noc(C3CCCN(C(=O)c4ccccc4C)C3)n2)cc1 (stereo not given)	6	·	4	4	0	3	·	8.0	14
COc1ccccc1C1=CC(=O)C[C@H](c2ccc(Cl)cc2)C1	8	-20	8	-3	-3	4	-7	-0.9	1
COc1ccc(OCCC(=O)OCc2c(C)noc2C)cc1	-23	0	-5	10	1	-1	-3	0.7	0
O=C(O)CCn1c(=O)[nH]c2ccccc2c1=O	-8	-10	-7	8	-4	-1	-4	0.1	0
COCCC1CCCCN1C(=O)c1ccc(OC2CCN(C(C)=O)CC2)c(OC)c1 (stereo not given)	-3	-6	-8	2	0	-4	-4	0.2	1
Cc1cc(=O)oc2c3c(cc(OCC(=O)NCc4ccco4)c12)OC(C)(C)CC3	8	-6	-3	-13	-6	-11	-6	2.3	10
CC(=O)c1ccc(NC(=O)COC(=O)CCC2CCCC2)cc1	4	-6	-8	-6	1	-14	-5	0.0	5
COc1ccc(SC2=C[C@@]3(O)CC[C@@H](O)[C@@](Sc4ccc(OC)cc4)(C2=O)[C@H]3O)cc1	·	·	-10	·	·	5	·	1.4	1
CCCCCCn1c(=O)n2n(c1=O)C[C@]1(OC(=O)Nc3c(C)noc3C)CN(S(=O)(=O)c3ccc(C)cc3)C[C@]1(O)C2	-3	·	-8	2	0	-5	·	3.6	7
Cc1cc(C(=O)CSc2nnnn2-c2ccccc2)c(C)n1CC1CCCO1 (stereo not given)	5	-1	-6	1	0	11	-7	0.4	1
CCC(CC)C(=O)Nc1cccc(C(=O)N2CCCCCC2)c1	-5	-12	-6	4	-7	-8	-2	0.4	0
C=CCn1c(SCC(=O)Nc2cc(C)ccc2C)nnc1-c1cnccn1	-10	-15	-11	10	-1	1	-7	0.3	1
COc1ccccc1COCC(O)CN(Cc1ccco1)Cc1ccccc1O (stereo not given)	-3	-28	6	2	-4	6	-14	1.7	1
NC(=O)c1ccc(NCC2COc3ccccc3O2)c([N+](=O)[O-])c1 (stereo not given)	-9	-8	-4	7	-12	-5	-18	1.5	5
CCN(C(=O)CSc1nnc(-c2ccc(F)cc2)n1C)C1CCS(=O)(=O)C1 (stereo not given)	-11	-10	-11	1	-9	1	-6	0.7	0
CC(=O)O/N=C/c1c(Cl)n(C)c2ccccc12	0	0	-1	5	-10	0	-2	-0.6	0
